# Source: PubChem
# N370S GC = qHTS Assay for Inhibitors and Activators of N370S glucocerebrosidase as a Potential Chaperone Treatment of Gaucher Disease; 330,000 compounds, 0.092% hits; N370S GC spleen homogenate, 4MU-glucoside fluorescence; AID 2101, 2009; Potency, µM (series often up to 59.4 µM), for the others: at the highest dose activity change, negative = inhibition, hits mostly inhibitors;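 note: 0% = full enzyme activity and -100% = no enzyme basal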
# GCN5L2 inh = qHTS Assay for Inhibitors of GCN5L2; 390,000 compounds, 0.21% hits; Histone acetyltransferase KAT2A (Homo sapiens), Q92830; Potency, µM (titrated, usually from 58.9 µM), inactives show top-dose activity change, negative = inhibition, most hits filed as inhibitors; AID 504327, 2011; GCN5L2 HAT assay, ThioGlo1 CoA-SH fluorescence
# Target sequence (Q92830 whole entry, looked up): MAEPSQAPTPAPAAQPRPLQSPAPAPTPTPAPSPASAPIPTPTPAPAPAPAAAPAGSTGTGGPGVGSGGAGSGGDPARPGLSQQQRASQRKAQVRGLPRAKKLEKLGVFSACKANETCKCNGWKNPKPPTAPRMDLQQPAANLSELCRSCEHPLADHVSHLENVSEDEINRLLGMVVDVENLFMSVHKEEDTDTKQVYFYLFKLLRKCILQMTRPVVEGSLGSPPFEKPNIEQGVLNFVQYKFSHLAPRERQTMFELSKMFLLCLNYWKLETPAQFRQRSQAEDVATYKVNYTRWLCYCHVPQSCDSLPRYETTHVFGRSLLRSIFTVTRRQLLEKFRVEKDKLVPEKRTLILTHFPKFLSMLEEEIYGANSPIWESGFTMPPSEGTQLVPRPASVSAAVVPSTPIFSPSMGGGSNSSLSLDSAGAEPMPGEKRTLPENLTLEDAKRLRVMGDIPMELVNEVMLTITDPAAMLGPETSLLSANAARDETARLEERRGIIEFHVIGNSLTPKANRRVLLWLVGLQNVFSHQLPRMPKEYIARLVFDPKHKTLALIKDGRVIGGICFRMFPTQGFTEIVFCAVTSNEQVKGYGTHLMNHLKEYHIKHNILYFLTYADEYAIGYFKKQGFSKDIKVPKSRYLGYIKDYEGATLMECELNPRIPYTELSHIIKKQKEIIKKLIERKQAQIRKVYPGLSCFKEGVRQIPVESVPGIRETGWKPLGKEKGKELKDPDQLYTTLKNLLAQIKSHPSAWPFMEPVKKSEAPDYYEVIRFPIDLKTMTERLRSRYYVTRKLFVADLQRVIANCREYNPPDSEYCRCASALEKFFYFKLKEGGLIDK
#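 qHTS, 1536-well. 20nM enzyme, pH 7.5 HEPES/EDTA/Tween-20 buffer; 15 min compound preinc., RT. Start: 75uM H3(1-25), 70uM AcCoA, 50uM ThioGlo1. Read Ex340/Em540 at t=0 (autofluorescence flag) and t=20 min.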
# FEN1 inhibitor = qHTS Assay for the Inhibitors of Human Flap endonuclease 1 (FEN1); 390,000 compounds, 0.35% hits; Potency, µM (doses to about 114 µM), for inactives: top-dose activity change, negative = inhibition, actives largely listed as inhibitors; P39748; Recombinant FEN1 flap cleavage, fluorescence, 15 min; AID 588795, 2011; note: nearly all actives have a fitted effect of over 65% in size
#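 Nuclease activity of 10 nM FEN1 was measured after 15 min of room-temperature exposure to titrated compounds, by adding 50 nM flap substrate and reading plates at 0 and 15 min.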
# Numbers without * were called inactive; ? = inconclusive; nt = no result given; & = joins results of further samples; [ ] = dose if it differs, or a comment. Calls come from the whole dose curve; as a rule, active = well fitted curve in the direction sought with a large enough effect; inconclusive = small, poorly fitted or top-dose-only effect, or another doubt; inactive = no such curve, though single readings can be large; an effect the other way counts as inactive or inconclusive. Unless noted, % is set by controls: 0 for no effect and ±100 for the full control effect; potency is the fitted concentration of half-maximal effect. Random draw from the library, and some 0.54% of all compounds hit somewhere here.
# Each structure is followed by: N370S GC | GCN5L2 inh | FEN1 inhibitor
O=C1CCc2cc(S(=O)(=O)NC(C(=O)Nc3cccc(F)c3)c3ccccc3)ccc2N1 (centres undefined)
→ nt | 0% | 16%
CN(C)S(=O)(=O)c1ccc(C(=O)NCc2nnc(SCC(=O)Nc3ccc(F)cc3)n2-c2ccc(F)cc2)cc1
→ -15% | -3% | 5%
CC(=O)Nc1ccc(Cl)c(-c2nc3ncccc3o2)c1
→ -4% | -6% | -2%
N#CC(=C(/N)Sc1ccccc1N)/C(C#N)=C(/N)Sc1ccccc1N
→ -19% | -30% | nt
CN(C)S(=O)(=O)c1cccc(NC(=O)COC(=O)c2ccc3ccccc3n2)c1
→ nt | -5% | 4%
O=C(NCc1ccc(F)cc1)c1ccc(CS(=O)(=O)c2ccc(Br)cc2)o1
→ -2% | -5% | -21%
CCN(CC)C(=O)CN(c1cccc(Br)c1)S(C)(=O)=O
→ 1% | -6% | 16%
O=C(CSC1=Nc2ccccc2C2=NC(Cc3ccccc3)C(=O)N12)Nc1ccccc1C(F)(F)F (centres undefined)
→ nt | -5% | -4%
COc1ccc(C)cc1NC(=O)COC(=O)c1c(C)noc1C
→ -9% | -6% | 4%
CCNC(=O)c1ccc(C23CC4CC(CC(C4)C2)C3)o1
→ -7% | 0% | 16%
CSc1ncccc1C(=O)OCC(=O)c1ccc(S(=O)(=O)N2CCCCC2)cc1
→ -2% | -19% | -9%
CC(NC(=O)Nc1cccnc1)(C(F)(F)F)C(F)(F)F
→ -10% | -7% | 4%
O=C(CCCCn1c(=O)c2ccccc2n(Cc2cccc(F)c2)c1=O)NCCc1ccccc1
→ nt | -1% | 19%
Cn1c(NC(=O)c2ccccc2F)c(-c2cccs2)c(=O)c2ccccc21
→ 20% | 0% | 31%
CC1CCN(CC(=O)NCCc2ccc(F)cc2)CC1
→ -9% | 14% | -3%
CCc1nc(Nc2ccc(O)cc2)c2oc3ccccc3c2n1
→ -16% | -4% | ?
CCCC(=O)Nc1cccn(Cc2ccccc2Br)c1=O
→ -1% | -6% | 1%
Cc1ccc(OCCN(C)C)c([N+](=O)[O-])c1
→ -6% | 0% | 0%
Cc1ccc2nc(COc3ccc(NC(=O)COc4ccccc4F)cc3)cc(=O)n2c1
→ nt | -6% | -1%
CCN(CC)c1nc2nonc2nc1N(CC)CC
→ -4% | 1% | -3%
COc1ccc(Nc2nc(N3CCOCC3)nc(N3CCOCC3)n2)cc1
→ 6% | -1% | -2%
Cc1cc(NC(=O)CSc2nnc(-c3ccccc3)o2)no1
→ 1% | 0% | 4%
Cc1ccccc1NC(=O)COC(=O)c1ccccc1SCC(=O)N1CCCC1
→ 1% | -1% | 7%
CC(=N)C1=C(O)CC(C)(C)CC1=O
→ -30% | -7% | -4%
Cc1cc(C)n2nc(C(F)(F)F)c(-c3ccccc3)c2n1
→ -2% | -8% | 10%
Cc1ccc(NC(=O)Cn2nnc(-c3nc(-c4ccc(Cl)cc4)no3)c2N)cc1C
→ nt | -4% | 5%
CCOc1ccc(NC(=O)CC(c2ccccc2)c2ccc(F)cc2)cc1 (centres undefined)
→ 1% | -2% | -6%
COC(=O)CCC(=O)NNC(=O)c1cccc(Cl)c1
→ 5% | -4% | -3%
CC(C)C(NC(=O)c1ccc(C(C)(C)C)cc1)C(=O)NCCc1ccccn1 (centres undefined)
→ 15% | -8% | 5%
O=C(c1cccs1)N1CCCc2cc(NS(=O)(=O)c3ccc(F)cc3)ccc21
→ nt | -12% | 6%
CN1C(=O)CCC(CCC(=O)O)(c2ccccc2O)C1=O (centres undefined)
→ -11% | -11% | -5%
O=C(C1Cc2ccccc2CN1S(=O)(=O)c1ccc(F)cc1)N1CCCCC1 (centres undefined)
→ -2% | -10% | 2%
CCN(CC)CCCNC(=O)CN1N=C(c2ccccc2)CCC1=O
→ nt | 0% | -10%
CC(C)CC(=O)Nc1nc2ccc(S(C)(=O)=O)cc2s1
→ -7% | 0% | 17%
Cc1cc2nc(Sc3c([N+](=O)[O-])nc(C)n3Cc3ccccc3)[nH]c2cc1C
→ 5% | 19% | 8%
CCn1nc(C(=O)NNS(=O)(=O)c2ccc(C)cc2)c2ccccc2c1=O
→ nt | 2% | -15%
C/C(=N/Nc1nc(-c2ccc(Cl)cc2)cs1)c1cccs1
→ 1% | 3% | -13%
O=C(COc1ccc(Cl)cc1)OCC(=O)c1ccc[nH]1
→ nt | -9% | 11%
CC(=O)N1CCC2(CC1)CN(c1cccc(-c3ccccc3)c1)C2
→ 8% | -9% | nt
Cc1ccc(NC(=O)Cn2cnc3c(oc4ccccc43)c2=O)cc1
→ nt | -8% | 12%
COc1ccc(C(=O)COC(=O)Cn2cnc3ccccc3c2=O)c(OC)c1
→ -1% | -15% | 5%
CCOC(=O)/C(=C/c1ccccc1)NC(=O)c1ccco1
→ 5% | 6% | 0%
C=CCn1c(SCC(=O)Nc2cccc(S(N)(=O)=O)c2)nnc1C1CCCCC1
→ nt | -9% | 0%
Cc1ccccc1C(N)=O
→ 4% | nt | -7%
Cc1ccc(CCC2C3=C(CCCC3=O)OC3=C2C(=O)CCC3)cc1
→ 28% | -6% | 1%
Cc1cc(C)c(NC(=O)Cn2nnc(C(=O)NCCc3ccccc3)c2N)c(C)c1
→ -3% | -6% | 4%
COc1ccc(O/C(=N\S(=O)(=O)c2ccccc2)c2ccccc2)cc1
→ 0% | -4% | -4%
O=C1c2cccc3cccc(c23)C(=O)N1CCN1CCN(C(=S)Nc2ccc(F)cc2)CC1
→ 3% | -5% | nt
O=C1c2ccccc2C(=O)c2c(NCc3cccnc3)cccc21
→ 11% | -26% | -18%
COc1ccc(NC(=O)CCCc2nnc3n(CCC(C)C)c(=O)c4sccc4n23)c(OC)c1
→ nt | -5% | 5%
COc1ccc(NC(=O)Nc2ccc3c(c2)N(C)C(=O)CS3)cc1Cl
→ 3% | -16% | -2%
Cn1cc(/C=C2\SC(=O)N(c3ccc(O)cc3)C2=O)c2ccccc21
→ -1% | -3% | -18%
Cn1c(SCC(=O)NC2CCCC2)nnc1-c1ccccn1
→ 1% | -2% | -17%
COc1ccc(OCCC(=O)OCC(=O)Nc2cccc(S(=O)(=O)N3CCCCC3)c2)cc1
→ nt | -5% | -7%
N#CC1(NC(=O)CSc2n[nH]c(-c3ccccc3)n2)CCCCC1
→ 2% | -1% | -1%
Cc1nc2ccc(NC(=O)c3ccc(F)c(S(=O)(=O)N4CCOCC4)c3)cc2s1
→ -22% | -8% | 3%
CC(C)c1ccc(N2C(=O)N(Cc3cccc([N+](=O)[O-])c3)c3ccccc3S2(=O)=O)cc1
→ nt | -11% | 1%
CC(C)C[C@@H](CN(C)N=O)N(C[C@H](Cc1ccccc1)N(CCc1ccccc1)N=O)N=O
→ -10% | 0% | 12%
CCOc1ccccc1N1Cc2cc(C)c(C)cc2C1
→ 3% | -3% | -17%
C/C(=N\NC(=O)COc1cc(C)cc(C)c1)c1cccc(NC(=O)C2CCC2)c1
→ -9% | -9% | -3%

# New compounds follow:
# Each structure is followed by: N370S GC | GCN5L2 inh | FEN1 inhibitor
COc1cccc(C(=O)OCC(=O)Nc2cc(C)on2)c1OC
→ nt | 2% | -1%
Cn1cccc1CNC1CCCC1
→ 14% | 0% | -1%
COc1ccc(NCc2cc3cc4c(cc3n(CC(=O)Nc3ccccc3)c2=O)OCO4)cc1
→ nt | ? | 33%[activator]
COc1ccc(-c2csc(Nc3ccccc3)[n+]2CC(O)c2ccc([N+](=O)[O-])cc2)cc1 (centres undefined)
→ 8% | -4% | -16%
Cc1ccc(C)c(-n2sc3ccc(F)cc3c2=O)c1
→ nt | 3.5µM* | ?
COc1nc(-c2ccccc2)ccc1-c1noc(-c2ccccc2F)n1
→ 9% | -5% | -1%
O=C(/C=C/c1ccc(Br)o1)OCc1ccccc1
→ 13% | 1% | 2%
COc1ccc(C2/C=C\CN(S(=O)(=O)c3ccc4ccccc4c3)CC(=O)N2Cc2ccc(F)cc2)cc1 (centres undefined)
→ 0%&12% | -20% | 4%&-10%
CCOC(=O)C(C)Sc1nc2c(cnn2-c2ccc(C)cc2)c(=O)[nH]1 (centres undefined)
→ 23% | -4% | -3%
CC(OC(=O)CNC(=O)c1ccccc1F)C(=O)Nc1nc(-c2ccccc2)cs1 (centres undefined)
→ -10% | -14% | 1%
COc1ccc(/C=N\NC(=O)c2ccccc2[N+](=O)[O-])cc1COc1c(F)c(F)c(F)c(F)c1F
→ ? | -21% | ?
Cc1ccc([C@@H]2CC=C(C(=O)O)[C@H](c3ccccc3)N2S(=O)(=O)c2ccccc2C)cc1
→ nt | -4% | 4%
c1ccc(C2=NC(c3ccccc3)N=C(c3ccccc3)N2)cc1
→ 2% | 5% | -6%
CCOc1ccc(NC(=O)C2CCN(C(=O)NC3CCCCC3)CC2)cc1
→ -8% | 2% | 11%
Cn1c(=O)c([N+](=O)[O-])c(N2CCSCC2)c2ccccc21
→ -9% | -9% | 4%
CCC(C(=O)NC1CCCC1)N(C(=O)Cn1nnc(-c2ccc(OC)c(OC)c2)n1)C1CCCCC1 (centres undefined)
→ -24% | -1% | -17%
Cc1ccc(C(=O)c2ccccc2C(=O)OCC(=O)Nc2ccc(SC(F)F)cc2)cc1
→ 8% | -8% | -15%
O=C(CN1CC[n+]2c(-c3cccs3)csc21)c1ccc(-c2ccccc2)cc1
→ -10% | -24% | 6%
O=C1C2C(C(=O)N1c1ccncc1)C1C=CC2C12CC2 (centres undefined)
→ 3% | -4% | -1%
Cc1cc(=O)n2[nH]c(SCc3ccccc3Cl)nc2n1
→ 5% | 1% | 14%
O=C(CCc1ccccc1)Nc1nnc(-c2cccs2)o1
→ 6% | -15% | 4%
Oc1ccc2nnc3c(Br)cnn3c2c1
→ -15% | 2% | 2%
C=CCN1C(=O)C2C(C(=O)NC3CCCC3)C3(C)C=CC2(O3)C1C(=O)NC1CCCC1 (centres undefined)
→ -3% | 0% | 1%
Cc1cc(C)cc(NC(=O)N2CCC(C(N)=O)(N3CCCCC3)CC2)c1
→ nt | 3% | 19%
CCn1cc(/C=C(\NC(=O)c2ccccc2Cl)C(=O)NCCN2CCOCC2)c2ccccc21
→ ? | -6% | -9%
COc1ccc(NC(=O)c2cccnc2N2CCCCC2)cc1
→ -17% | 1% | -9%
O=C(CN(C(=O)CNC(=O)c1ccco1)c1ccc2c(c1)OCO2)NC1CCCCC1
→ 2% | 4% | 3%
N#C/C(=C1/CCCCCN1)c1nc2ccccc2s1
→ ? | -7% | 4%
N/C(Cc1ccc([N+](=O)[O-])cc1)=N\OC(=O)COc1ccc2ccccc2c1
→ -10% | -16% | -9%
CSc1nnc2c(n1)OC(c1cccn1C)N(C(C)=O)c1ccccc1-2 (centres undefined)
→ 3% | -1% | 7%
Brc1ccc(N/N=C(/N=Nc2nn[nH]n2)c2ccccc2)cc1
→ -3% | ? | -5%
CCn1c(SCC(=O)NNC(=O)c2ccccc2)nnc1-c1ccco1
→ -4% | -5% | 1%
O=C(Nc1cccc([N+](=O)[O-])c1)c1ccc(CN2CCOCC2)cc1
→ 22% | -4% | -6%
CCOC(=O)C1CCN(S(=O)(=O)c2ccc3[nH]c(=O)ccc3c2)CC1
→ -9% | -7% | -1%
Cn1nnnc1NCc1ccccc1F
→ 9% | -13% | -1%
CCn1c(SCC(=O)NC2CCCCC2C)nnc1-c1ccc(OC)cc1 (centres undefined)
→ 4% | -2% | 23%
O=C(Nc1ccc(Oc2cccnc2)cc1)c1ccccc1F
→ 5% | 33%[activator] | -3%
Cc1nn2c(C)c(C(=O)NCCc3ccccc3)cnc2c1-c1ccccc1
→ nt | -21% | 0%
COc1ccc(C(=O)c2ccc(N3CCN(C(=O)c4ccc(F)cc4)CC3)c(F)c2)cc1Br
→ 2% | -3% | 6%
O=C(CN1CCCc2ccccc21)NCCc1ccc(F)cc1
→ 8% | -5% | 3%
CCS(=O)(=O)N1CC(=O)N(c2ccc(Cl)cc2)C(C)(C(=O)NC2CCCCC2)C1 (centres undefined)
→ nt | -9% | 2%
O=C(O)C[C@@H](CNC(=O)COc1ccc2ccc(=O)oc2c1)c1ccc(Cl)cc1
→ ? | -17% | 8%
